Bioassay records as filed in PubChem BioAssay.
FBPA coupling cs – inhibits coupling enzyme system, counter-screen for aldolase hits. coupling enzyme system counterscreen, AmpLite Red fluorescence. AID 2472. 0.67% of 290,000 active. activity change, negative = inhibition, % at 58.2 µM, hits read low; in the data active = activity change below about -30%; also: % is scaled to controls: 0 for no effect and ±100 for the full control effect
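Coupling enzymes only (glyceraldehyde-3-phosphate) + compound, at 57.5 uM final, 10 min RT; add substrate/coupling/AmpLite Red mix, 20 min RT; fluorescence ex 525/em 598 nm. Actives flag coupling-system interference.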
CXXC DNA block – MLL CXXC-DNA interaction inhibition | Potency, µM (titrated, usually from 115 µM), for the others: at the highest dose activity change, negative = inhibition, usual class: inhibitors | MLL-CXXC / FITC-HOXA9 DNA fluorescence polarization | 0.037% of 290,000 active | Q03164; active = well fitted inhibition curve with a large enough effect in the polarisation, with a control signal flat, not every such curve was filed as active; inconclusive = small, poorly fitted or top-dose-only effect, or effect the other way, or a change in a side signal; inactive = no such curve, though single readings can be large or run the other way; the % refers to the polarisation; also: potency is read from the fitted curve at half-maximal effect
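Fluorescence polarization: 7 uM MLL-CXXC (stock) preincubated 5 min with compounds, then 50 nM fluorescein-HOX-A9 DNA (stock) added; 30 min ambient. Buffer 50 mM Tris-HCl pH 7.5, 50 mM NaCl, 1 mM DTT, 0.05% BSA.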
Giardia killer – kills Giardia lamblia. Giardia lamblia trophozoite viability. AID 540267. activity change, % at 7.66 µM, hits read low. 0.15% of 340,000 active; in the data active = activity change below about -80%; inconclusive = between about -30% and that limit;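 also: parasites exposed to compound for two days anaerobically before the ATP read; % is scaled to controls: 0 for no effect and ±100 for the full control effect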
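Luminescent ATP signal served as the viability read-out, measured 15-30 min after adding ATP detection reagent to trophozoites that had been incubated with compounds for 48 hrs at 37 deg C anaerobically at 100 cells/well.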
BCR signal inh – inhibitors of chronic active B-cell receptor signaling; ABC-DLBCL IkBa-CBG/CBR reporter, luminescence ratio, 4 h; Potency, µM (titrated, usually from 46.1 µM), for the others: top-dose ratio change, negative = lower green/red ratio, most hits filed as inhibitors; 0.05% of 340,000 active; AID 493014; active = well fitted inhibition curve with a large enough effect in the signal ratio, with a control signal flat, not every such curve was filed as active; inconclusive = small, poorly fitted or top-dose-only effect, or effect the other way, or a change in a side signal; the % refers to the signal ratio;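 also: potency is read from the fitted curve at half-maximal effect; plate controls were basal doxycycline-induced cells for no effect and cells given 10 µM MG132 for full effect; MG132 reads +100%, hits lower the ratio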
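Doxycycline induced both beetle luciferases in TMD8 lymphoma cells; IKK-driven degradation limits the IkappaBalpha-fused green signal, while red luminescence normalises for cell number and nonspecific effects. Compounds tested up to 46 uM, 4 hrs.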
TCR act – activates T cell receptor signaling; primary human leukocytes, anti-CD3, IL-2 HTRF, 48 h; Potency, µM (titrated, usually from 9.22 µM), inactives show at the highest dose activation of IL-2 secretion, usual class: activators; 330,000 tested, under 10 active; AID 504894; also: % of control where 0% means no effect
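TCR engagement came from a-CD3 beads alone, with compounds added to primary human leukocytes for 48 hr. Secreted IL-2 bridged europium cryptate- and d2-labelled anti-IL-2 antibodies, giving FRET emission at 665nm after 320nm excitation.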
Tb PFK block – T. brucei PFK enzyme inhibition | O15648 | T. brucei PFK, ADP-Glo luminescence | Potency, µM (doses to about 57.5 µM), for inactives: top-dose activity, negative = inhibition, hits mostly inhibitors | 0.17% of 330,000 active | AID 485367;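 also: potency is read from the fitted curve at half-maximal effect; 0% = uninhibited 1x PFK enzyme wells and -100% = no-enzyme wells; nearly all actives have a fitted effect of over 60% in size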
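In TEA buffer at pH 8.0 with 5 mM MgCl2, enzyme (1.25 nM) converted F6P (0.5 mM) and ATP (0.1 mM) for 45 min at room temperature. ADP product was read by luciferase luminescence.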
GALK inh – blocks human galactokinase activity; 0.007% of 270,000 active; P51570; Potency, µM (highest dose often 57.5 µM), for inactives: top-dose activity change, negative = inhibition, most hits filed as inhibitors; AID 1868; Purified GALK, Kinase-Glo residual ATP luminescence; also: potency is read from the fitted curve at half-maximal effect; % is scaled to controls: 0 for no effect and ±100 for the full control effect
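The enzyme phosphorylates galactose (100 uM) using ATP (35 uM); inhibition is detected as higher residual ATP, quantified by bioluminescence after 1 h reaction at room temperature, pH 8.0.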
KCNH2 WT inh – KCNH2 (human, wildtype) channel inhibition; 0.37% of 340,000 active; Q12809; activity change, % at 1.84 µM; U2OS, BacMam KCNH2, thallium flux FluxOr; active compounds read low; AID 720551;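 active = maximum activity change below -70%; inconclusive = maximum activity change between -70% and -50%; inactive = maximum activity change above -50%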; also: % is scaled to controls: 0 for no effect and ±100 for the full control effect
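U2OS cells transduced with wild-type KCNH2 virus are loaded with FluxOr dye for 45 min, and thallium flux is measured in kinetic reads before and after stimulation buffer. Rate constants are normalized to DMSO controls.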
A-T KAP1 phos – candidate therapy for ataxia-telangiectasia | 0.19% of 320,000 active | […] A-T fibroblasts, KAP-1 phosphorylation AlphaLISA; neocarzinostatin DNA damage 30 min before lysis | Potency, µM (series often up to 57.5 µM), for inactives: at the top dose activation, most hits filed as activators; also: potency is read from the fitted curve at half-maximal effect; % of control where 0% means no effect; nearly all actives have a fitted effect of over 45% in size
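ATM-like activity read as KAP-1 phosphorylation via AlphaLISA donor/acceptor antibody pairs after lysis and 6 hr at 25C. Cells were ATM-null patient fibroblasts ([…], hTERT), dosed 60 min, then exposed to the DSB inducer NCS for 30 min.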
TSHR antag – antagonists of human thyroid stimulating hormone receptor. TSHR-expressing cells, TSH-stimulated cAMP HTRF, 2 h; active compounds read low. activity change, negative = inhibition, % at 11.5 µM. 0.2% of 330,000 active;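 active = activity change below a set negative limit, meaning inhibition stronger than a set level, cut at about -70% in these data; inconclusive = activity change between two set negative limits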; also: % is scaled to controls: 0 for no effect and ±100 for the full control effect
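Read-out is FRET at 665 nm (cryptate excitation 337 nm) from a cryptate-tagged anti-cAMP antibody, competed by cell cAMP against cAMP-d2. Compounds are tested on freshly harvested TSHR cells challenged with 4nM TSH (EC80) for 2 hours at 37 deg C.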
* marks the source's active call; other numbers are inactive results; ? = inconclusive; . = not tested or not shown; & = joins results of further samples; [ ] = another dose, or the depositor's remark. Unless noted, calls follow the shape of the dose curve; as a rule, active = well fitted curve in the direction sought with a large enough effect; inconclusive = small, poorly fitted or top-dose-only effect, or another doubt; inactive = no such curve, though single readings can be large; an effect the other way counts as inactive or inconclusive. This is a random part of the collection; overall some 1.6% were active at least once.

SMILES	FBPA coupling cs	CXXC DNA block	Giardia killer	BCR signal inh	TCR act	Tb PFK block	GALK inh	KCNH2 WT inh	A-T KAP1 phos	TSHR antag
COc1cccc(Nc2nc3cc(OC)ccc3cc2C#N)c1	-1	2%	6	0%	-2%	5%	15%	-13	-2%	-2
N#Cc1ccccc1S(=O)(=O)N1CCN(C(=O)Cc2coc3cc(O)ccc23)CC1	.	.	55[activator]	-5%	-5%	-1%	.	-6	4%	-3
COc1cc(N)c(Cl)cc1C(=O)NC1CCN(Cc2ccccc2)CC1	1&-2	-6%[51.4 µM]	-13	.	2%	.	.	12	.	.
c1csc(C(c2nnnn2C2CCCC2)N2CCCC3(CCCCC3)C2)c1 (stereo not drawn)	-4	8%	-7	?	-2%	-9%	0%	-14	10%	-9
Cc1ccccc1NC(=O)COC(=O)CCc1nc2ccccc2c(=O)[nH]1	-1	2%	-21	0%	-6%	1%	8%	-4	-2%	11
C[C@H](CO)N1C[C@H](C)[C@@H](CN(C)C(=O)Nc2ccc(C(F)(F)F)cc2)Oc2c(NC(=O)NC3CCCCC3)cccc2C1=O	.	.	-19	-2%	-8%	-1%	.	8	.	20
CCOC(=O)c1ccc2c(c1)nc(COc1ccc(OC)cc1)n2CC	5	4%	3	17%	-4%	2%	1%	-5	9%	-12
COc1cc(C(=O)COC(=O)c2ccc([N+](=O)[O-])o2)cc(OC)c1OC	.	.	24	-3%	-6%[46.1 µM]	7%	.	-13	-13%	-2
Cc1cc(C)cc(-n2ccnc2SCC(=O)O)c1	0	-7%	15	5%	-6%	-5%	-4%	-29	3%	-10
CCOC(=O)c1c(NC(=O)C2C3C=CC(C3)C2C(=O)O)sc2c1CCC(C)C2 (stereo not drawn)	3	6%	-15	12%	4%[46.1 µM]	-14%	0%	1	-1%	-12
COc1cccc(CCC(=O)N2CCC(n3nccc3NC(=O)CC(C)C)CC2)c1	-1	-6%	-4	6%	-7%	2%	-1%	0	6%	0
CCCCn1c(-c2ccc(Br)cc2F)nc2c1c(=O)[nH]c(=O)n2CC(C)C	-1	2%	-5	1%	0%	1%	5%	1	12%	-4
O=[N+]([O-])c1ccc(S(=O)(=O)N(CCCN2CCOCC2)Cc2cccs2)cc1	0	0%	?	-2%	-1%	1%	1%	.	1%	-4
C/C(CCC(=O)OC[C@H]1O[C@H](C#Cc2ccccc2)C=C[C@@H]1Oc1ccc(C)cc1)=N\OC[C@@H](O)[C@H]1O[C@@H]2OC(C)(C)O[C@@H]2[C@H]1O	-5	0%	.	?	.	-1%	.	.	-7%	-3
CCOC(=O)[C@H]1[C@H]2COc3ccc(OC)cc3[C@@H]2N2C(=O)c3cc(F)c(F)cc3NC(=O)[C@@]12C	.	.	-23	-2%	-8%	0%	.	-5	26%	-5
CC(C)CN1CCC(=O)N([C@H](CO)Cc2ccccc2)CC1	1	12%	-8	8%	3%	0%	.	6	-7%	25
Cn1c(CNC(=O)CNC(=O)Cc2ccc(Cl)cc2)cc(=O)n(C)c1=O	.	15%	-8	-2%	-1%	0%	6%	-3	20%	-1
O=C(Cc1ccccc1)N/N=C/c1cc(Br)cc(Br)c1O	2	?	41[activator]	3%	4%	-1%	-2%	4	17%	8
Cc1nn(-c2cccc(Cl)c2)c(Cl)c1/C=N/NC(=O)c1cccnc1	-6	12%	-16	11%	2%[46.1 µM]	6%	1%	6	3%	-2
N#Cc1ccsc1NC(=O)COC(=O)c1ccc(Br)o1	.	.	-8	0%	10%	-3%	.	5	-2%	13
CN(C)CCCNC(=O)c1cc2c3ccccc3n(C)c2s1	0	3%	-7	?	-6%	-3%	2%	5	-5%	4
CCOc1ccc(N=Nc2c(N)[nH][nH]c2=O)cc1	-1	-6%	-5	?	0%[46.1 µM]	-6%	4%	1	-25%	14
Cc1cc(C)c2sc(N(CCN(C)C)C(=O)c3cc(Cl)sc3Cl)nc2c1	-2	11%	0	-1%	-4%	-5%	-1%	-1	3%	-3
CC1CCN(c2c(NCC3CCC(C(=O)NCc4ccc(F)cc4)CC3)c(=O)c2=O)CC1 (stereo not drawn)	5	-2%	-10	-10%	-1%	-6%	.	-1	-2%	-4
O=C(CSc1nnc(NC(=O)C2CC2)s1)Nc1ccc(F)cc1	2	-12%	-20	6%	0%	-4%	3%	2	5%	16
Later entries
SMILES	FBPA coupling cs	CXXC DNA block	Giardia killer	BCR signal inh	TCR act	Tb PFK block	GALK inh	KCNH2 WT inh	A-T KAP1 phos	TSHR antag
CC1(c2ccc3c(c2)OCCO3)NC(=O)N(CC(=O)Nc2ccccc2SCC#N)C1=O (stereo not drawn)	.	.	8	?	4%	0%	.	4	2%	7
CC(=O)c1ccc(OCC(=O)NC(=O)NC2CCCCC2)cc1	.	2%	-26	0%	0%	-1%	-1%	-2	8%	-26
CCC1(C)Cc2c(sc3[nH]c(=O)[nH]c(=O)c23)CS1 (stereo not drawn)	5	6%	-6	-1%	1%	3%	3%	-1	4%	-7
CCSc1nnc(CNc2ccc(C)cc2)n1C	4	2%	4	8%	-3%[46.1 µM]	7%	1%	.	-1%	2
CCCCN1C=CC(=C2N=c3cccc([N+](=O)[O-])c3=N2)C=C1	-2	-13%	0	1%	3%[46.1 µM]	1%	0%	-5	.	37
CC1CC(C)CN(CCCNC(=O)Cn2ncc3c(=O)oc4ccccc4c32)C1 (stereo not drawn)	-3	-6%	7	1%	3%	0%	1%	1	-7%	4
COc1ccccc1N1CCN(C2CC(=O)N(c3ccc(Cl)cc3)C2=O)CC1 (stereo not drawn)	2	-11%	27	5%	.	-3%	2%	-3	15%	7
CCOc1cc(/C=N/NC(=O)CNc2cccc(C)c2)ccc1OC(=O)c1ccccc1	0	13%	-6	-11%	4%	-2%	0%	-11	3%	14
O=C(c1c[nH]c2ccc(S(=O)(=O)N3CCOCC3)cc2c1=O)N1CCCC1	-1	3%	-7	-1%	0%	-3%	0%	27	0%	-6
COc1ccc([N+](=O)[O-])cc1NC(=O)c1cccs1	0	9%	-24	?	-5%	-1%	0%	0	-22%	-7
NNC(=O)c1ccc(Cn2cccn2)o1	4	0%	-1	?	-2%	1%	0%	-4	10%	-2
COC1CCCN(C(=O)c2ccc3nc(Cc4cccc(Cl)c4)oc3c2)C1 (stereo not drawn)	.	0%	-1	-6%	6%	-16%	-5%	-7	7%	-10
O=C(N/N=C\c1ccc(-c2ccccc2[N+](=O)[O-])o1)C1COc2cc3ccccc3cc2O1 (stereo not drawn)	-6	-2%	-1	-13%	5%	-1%	-3%	3	-10%	-5
O=C(C1=C(Nc2ccccc2)c2ccccc2S(=O)(=O)N1)c1ccccc1	-17	-1%	3	2%	-1%[46.1 µM]	?	2%	5	-12%	9
Cc1ccc(C2=NC3(CCCC3)NC2=S)cc1	3	7%	7	1%	3%	-1%	7%	0	1%	-4
Cc1cccc(NC(=S)N(CCc2nc3cc(C)c(C)cc3[nH]2)Cc2cccnc2)c1	1	3%	2	-3%	.	-3%	-2%	-5	-6%	1
COCCNC(=O)CSc1nc(N)c(NC(=O)c2ccccc2F)c(=O)[nH]1	1	0%	22	0%	3%[46.1 µM]	1%	-2%	2	-8%	9
C/C(O)=c1/c(=O)nc2cccc3c2=c1c1ccccc1c3=O	-3	-21%	-4	0%	-7%	-2%	-1%	-1	-7%	7
O=C(CCn1c(=S)oc2ccccc21)NC1CCCCCCC1	-2	-2%	-1	3%	-2%	0%	.	-4	-8%	5
O=C(CN(Cc1ccc(Br)cc1)S(=O)(=O)c1ccccc1)NCc1ccccn1	.	6%	5	-6%	3%	1%	-4%	1	1%	-1
CN(C)CCCn1c(NC(=O)C2CCCCC2)nc2ccccc21	5	1%	3	1%	-1%	12%	0%	0	1%	9
Cc1cc(C)cc(NC(=O)C(=O)NCCCN2CCCC2=O)c1	.	.	8	-14%	-3%	-4%	.	-6	16%	7
O=[N+]([O-])c1cccc(/C=N/Nc2nc(NCc3ccccc3)nc(N3CCOCC3)n2)c1O	-4	-11%	-20	?	-4%	-2%	-1%	-11	-1%	-22
O=C(O)CC1(CC(=O)NCc2cccc(Cl)c2)CCCCC1	2	-1%	11	?	5%	-1%	1%	-6	5%	-3
O=C(CCc1nnc2ccc(NCc3ccccc3)nn12)NC1CCCCC1	.	-13%	-6	-8%	-3%	2%	-2%	4	23%	16
CCS(=O)(=O)N1CCN(c2cccc(C)c2C)CC1	8	4%	-2	?	-3%	3%	6%	5	-7%	-12
O=C(NCC1CCCO1)c1cc(C(=O)C2CCCCC2)c[nH]1 (stereo not drawn)	3	2%	9	5%	-11%	0%	1%	14	1%	0
C=CCn1c(SCC(=O)Nc2ccc(F)cc2)nnc1-c1cnccn1	.	7%	39[activator]	-10%	-6%	-1%	-3%	14	-14%	-5
